Source: PubChem BioAssay (Icahn School of Medicine at Mount Sinai)
ROC1-CUL1 inh = inhibitors of human ROC1-CUL1 ubiquitin ligase activity; 140,000 tested, 0.6% active; AID 1347404, 2020; inhibition, % at 10 µM; E3 ubiquitin-protein ligase RBX1 (Homo sapiens) + Cullin-1 (Homo sapiens), P62877+Q13616; in vitro K48 di-Ub FRET, acceptor:donor ratio, 45 min; in the data active = inhibition above about 25%
Target sequence (P62877 whole entry, looked up): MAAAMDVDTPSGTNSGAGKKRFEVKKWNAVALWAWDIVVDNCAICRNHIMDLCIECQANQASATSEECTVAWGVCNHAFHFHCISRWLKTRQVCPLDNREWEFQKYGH
Target sequence (Q13616 whole entry, looked up): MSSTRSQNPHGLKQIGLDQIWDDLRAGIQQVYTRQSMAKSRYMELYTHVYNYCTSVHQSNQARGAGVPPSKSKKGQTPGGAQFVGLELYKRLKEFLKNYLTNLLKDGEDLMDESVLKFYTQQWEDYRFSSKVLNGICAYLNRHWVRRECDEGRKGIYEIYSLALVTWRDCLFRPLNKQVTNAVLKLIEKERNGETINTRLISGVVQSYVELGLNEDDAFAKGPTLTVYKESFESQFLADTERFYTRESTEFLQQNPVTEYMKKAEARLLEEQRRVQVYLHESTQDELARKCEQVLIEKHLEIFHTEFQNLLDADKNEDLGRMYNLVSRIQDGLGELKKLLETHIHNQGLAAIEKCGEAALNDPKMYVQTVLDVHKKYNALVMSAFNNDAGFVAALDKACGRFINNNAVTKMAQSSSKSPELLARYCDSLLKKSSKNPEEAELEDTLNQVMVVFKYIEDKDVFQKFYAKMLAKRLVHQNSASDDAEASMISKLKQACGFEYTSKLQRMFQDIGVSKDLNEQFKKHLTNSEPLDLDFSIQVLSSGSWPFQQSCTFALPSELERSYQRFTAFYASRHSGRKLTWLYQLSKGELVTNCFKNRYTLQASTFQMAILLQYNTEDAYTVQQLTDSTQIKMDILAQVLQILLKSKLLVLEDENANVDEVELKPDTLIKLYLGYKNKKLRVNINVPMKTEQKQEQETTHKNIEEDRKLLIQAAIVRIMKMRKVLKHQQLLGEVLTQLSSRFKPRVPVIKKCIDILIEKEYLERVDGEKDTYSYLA
The depositor's hits bear a star; & = joins results of further samples. This is a subset. The share of hits here may be higher or lower than overall.

SMILES	ROC1-CUL1 inh
COc1cccc(CN2C(=O)C3(SCC(=O)N3c3ccc(C)c(Cl)c3)c3ccccc32)c1 (stereo unspecified)	8
Cc1ccc(S(=O)(=O)N2CCN(c3ccc(F)cc3)CC2)cc1S(=O)(=O)N1CCN(c2ccc(F)cc2)CC1	-4
Nn1c(SCC(=O)N(C2CCCCC2)C2CCCCC2)nnc1-c1ccc(Cl)cc1	-2
O=C(O)c1ccccc1C(=O)N1CCCC1	3
Cc1cc(C)c(NC(=O)CSc2ncc(S(=O)(=O)c3ccc(C(C)(C)C)cc3)c(=O)[nH]2)c(C)c1	-6
Cc1c(Cl)cccc1NC(=O)NC(=O)C(F)(F)F	-3
C=CCS(=O)(=O)N1CCCC(CCc2ccc(F)cc2F)C1 (stereo unspecified)	-8
Cc1nc2c(cnn2-c2ccccc2Cl)c(=O)n1-c1ccc(C(C)C)cc1	-6
COc1ccc(Cn2c(=O)c3cccnc3n(Cc3cccc(F)c3)c2=O)cc1	-2
Cc1[nH]c2ccc(OC(F)(F)F)cc2c1CCNC(=O)c1cc2cc(Br)ccc2oc1=O	6
CCOC(=O)c1ccc(CSc2nnc(C)n2N)o1	2
COc1ccc(C(=O)NCc2cc(C(C)(C)C)c(O)c(C(C)(C)C)c2)cc1	1
Cc1ccc(C)c(OCC(=O)OCC(=O)C(C)(C)C)c1	-3
CCCn1c(=O)c2c(nc3n(CCN4CCOCC4)c(C)cn23)n(C)c1=O	2
CCN1CC(C(=O)NCc2cccnc2Oc2c(C)cccc2C)CCC1=O (stereo unspecified)	11
COc1cccc(CNC(=O)CN2C(=O)COc3ccc(S(=O)(=O)N4CCCCC4)cc32)c1	-3
CCc1nc(-c2cc(S(=O)(=O)N3CCN(c4ccccc4)CC3)ccc2OC)no1	3
COC(=O)c1sc2cccc(F)c2c1S(=O)(=O)N1CCN(c2cccc(OC)c2)CC1	-6
COc1ccc(-c2nc(SCC(=O)Nc3ccc4c(c3)OCCO4)c(-c3ccc(F)cc3)[nH]2)cc1	4
COc1ccc(C(=O)NC(=S)N2CCCC2)cc1	0
CCOC(=O)Nc1ccc2c(c1)N(C(=O)CCN1CCOCC1)c1ccccc1[S@]2=O	7
COCC(=O)NC(C)c1cnn(-c2cccc3ccccc23)c1C (stereo unspecified)	-4
CCN1CCN(CCc2nc3cc(NC(=O)C4CCCCC4)ccc3n2C)CC1	13
CCNC(=O)CC1C(=O)N(c2cccc(OC)c2)C(=O)N1Cc1ccc(OC)c(OC)c1 (stereo unspecified)	5
O=C(CCc1ccccc1)Nc1ccc(Br)cc1Br	7

6 structures out of the list, sorted by length of the SMILES, ascending:
SMILES	ROC1-CUL1 inh
O=C(O)c1ccccc1C(=O)N1CCCC1	3
CCOC(=O)c1ccc(CSc2nnc(C)n2N)o1	2
Cc1c(Cl)cccc1NC(=O)NC(=O)C(F)(F)F	-3
Cc1ccc(C)c(OCC(=O)OCC(=O)C(C)(C)C)c1	-3
COC(=O)c1sc2cccc(F)c2c1S(=O)(=O)N1CCN(c2cccc(OC)c2)CC1	-6
Cc1ccc(S(=O)(=O)N2CCN(c3ccc(F)cc3)CC2)cc1S(=O)(=O)N1CCN(c2ccc(F)cc2)CC1	-4

Two of these compounds in a different format:
ROC1-CUL1 inh	molecule
11	CCN1CC(C(=O)NCc2cccnc2Oc2c(C)cccc2C)CCC1=O (stereo unspecified)
-3	COc1cccc(CNC(=O)CN2C(=O)COc3ccc(S(=O)(=O)N4CCCCC4)cc32)c1

(more compounds)
SMILES	ROC1-CUL1 inh
CCN(CC)CC(O)COc1ccc(CNCc2cccc(Cl)c2)cc1OC (stereo unspecified)	3
O=C(NCCCN1CCOCC1)c1cc2ccccc2[nH]1	-8
N#Cc1cn(CCn2cc(C#N)c(=O)[nH]c2=O)c(=O)[nH]c1=O	10
CSc1ccc(C2c3c(-c4ccccc4O)n[nH]c3C(=O)N2Cc2ccncc2)cc1 (stereo unspecified)	5
Cc1nc(N2CCCC(C(=O)NCCC3=CCCCC3)C2)nc2cc(S(C)(=O)=O)ccc12 (stereo unspecified)	4
C=CCn1c(Cc2c[nH]c3ccccc23)nnc1SCC(=O)NCc1ccccc1	-3
O=C(O)CNS(=O)(=O)c1ccc2ccccc2c1	4
Cc1c(CCC(=O)NCCc2ccccc2)c(=O)oc2c(C)c(O)ccc12	5
CN1CCN(c2ccncc2S(=O)(=O)N2CCCCC2)CC1	-5
CN(C)c1ccc(/C=C2/SC(N3CCOCC3)=NC2=O)cc1Br	9
CN(CC1CCCCO1)C(=O)c1cc(COc2cccc(C(F)(F)F)c2)[nH]n1 (stereo unspecified)	-5
O=C(O)c1cc(S(=O)(=O)N2CCCCC2)cs1	-6
CC(C)CNC(=O)c1ccccc1NC(=O)c1cccc(F)c1	1
O=C(CSc1ncnc2sc3c(c12)CCC3)Nc1ccc2c(c1)OCO2	-1
Cc1ccc2oc(C(=O)Nc3sc4c(c3C(=O)NCc3cccnc3)CCCC4)cc(=O)c2c1	5
O=C(CSc1nncn2c1cc1occc12)Nc1ccccc1C(F)(F)F	-2
CCN1CCN(C2(C(=O)N3CCCCCC3)Cc3ccccc3C2)CC1	-1
Cc1ccc(C)c(N2CCN(C(=O)Nc3cccc(Cl)c3)CC2)c1	5
COc1cccc(CNC(=O)Cn2c(=O)oc3cc(S(=O)(=O)N4CCCC4)ccc32)c1	-4
CCc1ccc(OCc2cc(C3C4=C(CCCC4=O)N(c4cccc(C(F)(F)F)c4)C(=N)C3C#N)ccc2OC)cc1 (stereo unspecified)	-12
COc1ccc(C2(c3ccccc3)ON=C(c3ccccc3)S2)cc1OC (stereo unspecified)	8
Cc1ccc(-c2cnnc(N(C)CCc3nc4ccc(Cl)cc4[nH]3)n2)o1	-12
CC1CCCCN1S(=O)(=O)c1ccc(NC(=O)C2CC2)cc1 (stereo unspecified)	-9
Cc1ccc(C(=O)NCC(c2cccnc2)N2CCc3ccccc32)cc1C (stereo unspecified)	-1
C=CCn1c(SCC(=O)NCCN2CCOCC2)nc2sc3c(c2c1=O)CCCC3	2

The list continues:
SMILES	ROC1-CUL1 inh
CCC(=O)Oc1c([N+](=O)[O-])cc2oc3c(c2c1C=Nc1ccc(I)cc1C)CCCC3	11
COc1ccccc1NC(=O)N1CCN(Cc2nc3ccc(C)cc3o2)CC1	-6
Cn1cc(S(=O)(=O)c2ccccc2)c(=O)c2cc(F)c(N3CCN(c4ccc(F)cc4)CC3)cc21	0
COc1ccccc1N1CCN(C(=O)c2cc(-c3ccc(C)s3)nc3ccccc23)CC1	-6
CC(C)(C)C1COC(c2cccc(C3=NC(C(C)(C)C)CO3)n2)=N1 (stereo unspecified)	5
CC(C)C(=O)Nc1ccc2nc(SCC(=O)N3CCCC3)sc2c1	-6
CCOc1ccc2ncc3c(-c4ccc(C)cc4)nn(-c4cccc(F)c4)c3c2c1	-1
COc1ccc(NC(=O)N2CCN(Cc3ccc(Cl)cc3)CC2)cc1	5
CN(Cc1cc(-c2ccccc2)n[nH]1)C(=O)Cn1nnnc1CN1CCCCCC1	0
Cc1ccc(CNc2nc(CN(C)CC3Cc4ccccc4O3)nc3ccccc23)o1 (stereo unspecified)	7
CC12CCC(C(=O)Nc3ccc(Cl)cc3Cl)(C(Br)C1=O)C2(C)C (stereo unspecified)	0
CCc1cc([N+](=O)[O-])ccc1NC(C)=O	-3
COC(=O)C1=CN(c2cccc(C(F)(F)F)c2)C=C(C(=O)OC)C1c1cccs1	-1
CCN(CC1CCN(C2CCN(C)CC2)CC1)C(=O)c1cccc(Cl)c1	5
CCOC(=O)c1ccc(N2NC(=O)/C(=C/c3ccc4c(c3)n(C)c(=O)n4C)C2=O)cc1	1
Cc1ccc(Cl)cc1N1CCN(S(=O)(=O)c2cc(Cl)c(Cl)cc2Cl)CC1	4
COC(=O)c1c(NC(=O)C23CCC(C)(C(=O)C2=O)C3(C)C)sc2c1CCCC2 (stereo unspecified)	7
Cc1ccc2c(c1)N(CCC#N)C(=O)CO2	3
COc1ccc(Cc2nc3ccc(C(=O)N4CCC(CO)CC4)cc3o2)cc1	13
O=C(CSCC(=O)c1ccc(Br)cc1)Nc1ccccc1	-8
COc1ccc(NC(=O)Cn2cc(C(=O)c3cccs3)c3ccccc32)cc1	8
COc1ccccc1CN1CCC(CNC(=O)c2cnn(-c3ccc(C)c(C)c3)c2C2CCN(C(=O)OC(C)(C)C)CC2)CC1	-11
O=c1c2oc3ccccc3c2n(Cc2cccc(Cl)c2)c(=O)n1Cc1ccc2c(c1)OCO2	-6
CCOC(=O)c1ccc(COC(=O)c2ccc(NC(=O)c3ccccc3)cc2)cc1	3
CCOc1ccccc1NC(=O)c1sc2nc(-c3ccc(OC)cc3)ccc2c1N	4&4

Compounds above that have a cyano group:
SMILES	ROC1-CUL1 inh
N#Cc1cn(CCn2cc(C#N)c(=O)[nH]c2=O)c(=O)[nH]c1=O	10
CCc1ccc(OCc2cc(C3C4=C(CCCC4=O)N(c4cccc(C(F)(F)F)c4)C(=N)C3C#N)ccc2OC)cc1 (stereo unspecified)	-12
Cc1ccc2c(c1)N(CCC#N)C(=O)CO2	3

(listing goes on)
SMILES	ROC1-CUL1 inh
CCC(Oc1ccccc1)C(=O)N1CCN(Cc2cc(=O)n3nc(-c4cccc(C)c4)sc3n2)CC1 (stereo unspecified)	4
C=CCNC(=O)c1cc(OC)ccc1OC1CCN(C(=O)C2CC2)CC1	4
Clc1cccc(CSc2ncn[nH]2)c1	8
N#CC1C(=N)OC2=C(CCC/C2=C\c2ccccc2Cl)C1c1ccccc1Cl (stereo unspecified)	-2
O=C(CSc1nnc2c3cnn(-c4ccccc4)c3ncn12)c1ccc(Br)cc1	0
CCCCOC(=O)c1ccc(OS(=O)(=O)c2ccc(C)cc2)cc1	6
CCn1c(CNC(=O)c2ccc(Cl)cc2)nnc1SCC(=O)Nc1ccccc1F	4
COc1ccc(-n2c(=O)c3ccccc3n(Cc3ccc(F)cc3Cl)c2=O)cc1OC	1
Cc1ccc2[nH]c3nc4n[nH]c(=S)n4nc3c2c1	-1
CN(C)c1cccc(C(=O)N2CCC(c3c[nH]c4ccccc34)(c3c[nH]c4ccccc34)CC2)c1	-3
O=C(CSc1nc2sc3c(c2c(=O)n1-c1cccc2ccccc12)CCCC3)c1ccc(Cl)cc1	-3
c1ccc(COc2ccccc2C2N(c3ccccc3)CCN2c2ccccc2)cc1	4
O=C1c2ccc(-c3nc4ccccc4s3)cc2C(=O)N1c1ccc(Br)cc1	8
O=C(NNC(=O)C1C2CCCCC21)Nc1ccc(Cl)cc1 (stereo unspecified)	-7
COc1ccc(-c2cnnc(NCCN3CCCC(O)C3)n2)cc1 (stereo unspecified)	-4
COc1cc(OC)cc(C(=O)Nc2cc3c(cc2N2CCCCC2)n(C)c(=O)n3C)c1	-2
CCOC(=O)C1(Cc2cccc(OC)c2)CCCN(CC)C1 (stereo unspecified)	3
COC(=O)c1sc(NC(=O)/C=C/c2ccc(OC)c(OC)c2)c(C(=O)OC)c1C	7
O=C1CC2Sc3ccc(Cl)cc3N=C2N1 (stereo unspecified)	-6
Cc1cccc(N2CCN(c3nc4ccc(C(=O)c5ccccc5)cc4n4cnnc34)CC2C)c1 (stereo unspecified)	-7
CC(=O)c1ccc2oc(C(=O)c3ccccc3)c(C)c2c1	1
O=C(Oc1ccc(Cc2ccccc2)cc1)c1ccco1	8
CN1CCCC2C=C(C#N)C(=O)N=C21 (stereo unspecified)	5
Clc1ccc(CSc2nnc(-c3ccccc3)o2)c(Cl)c1	-6
Fc1ccccc1COc1ccc(C(=S)N2CCOCC2)cc1	1

Other entries follow:
SMILES	ROC1-CUL1 inh
O=C(CSc1ccccn1)N/N=C/c1ccco1	-5
O=c1[nH]c(SCc2nc3ccccc3c(=O)n2-c2cccc(C(F)(F)F)c2)nc2cc(Cl)ccc12	-3
COc1cc(/C=C/c2nn(-c3ccc(Br)cc3)c3c(=O)ccccc23)cc(OC)c1OC	6
CCc1ccc2oc(-c3cc(NC(=O)c4cccs4)ccc3Cl)nc2c1	9
COc1ccc(Cl)cc1NC(=O)N1CC(=O)Nc2sc3c(c2C1c1ccccc1)CCCC3 (stereo unspecified)	0
CCc1ccccc1NC(=O)CN1CCCN(Cc2cc(C)ccc2C)S1(=O)=O	-4
CCN1CCN(c2oc(/C=C/c3ccc(OC)c(OC)c3)nc2C#N)CC1	-1
CN1C(=O)C2CCC(C)(C1=O)C2(C)C (stereo unspecified)	0
COC(=O)C1=CC=CC=C(C(=O)OC)C1	-4
c1ccc2c3nc(nc2c1)CCCCCCCCCCCN3	5
COc1cccc(N2CCN(C(=O)c3cc4c(=O)n(Cc5cccnc5)ccc4nc3C)CC2)c1	0
O=C(NCCc1ccccc1)C(=O)NCC(c1ccco1)S(=O)(=O)c1ccccc1 (stereo unspecified)	5
COc1ccc(C(=O)Nc2nnc(S(=O)(=O)N3CCN(c4ccc(F)cc4)CC3)s2)cc1	-8
COc1cc(C2c3c(n[nH]c3-c3ccc(C)cc3)OC(=N)C2C#N)ccc1OC(C)=O (stereo unspecified)	4
COc1cccc(CC(C2CCN(C(=O)c3ccccc3F)CC2)N(C)C(=O)c2cccnc2)c1 (stereo unspecified)	-1
N#Cc1ccccc1NC(=O)C(=O)NCC(c1ccc2c(c1)OCO2)N1CCOCC1 (stereo unspecified)	-8
CCCN(CCC)C(=O)CSc1c2c(nc3ccc(Cl)cc13)CCCC2	4
CCc1ccc(S(=O)(=O)c2cn(CC)c3cc(N4CCCCC4)c(F)cc3c2=O)cc1	4
COC(=O)c1c(C)c2c(C)cc3ccccn3c-2c1C(=O)OC	-6
CCc1ccc(CN2CCC(N3CCCC(C(=O)NC4CC4)C3)CC2)cc1 (stereo unspecified)	3
O=C(C1CCCN(S(=O)(=O)c2cccc3nsnc23)C1)N1CCN(c2ccccc2Cl)CC1 (stereo unspecified)	-2
CC(C)c1cccc(C(C)C)c1C(=O)c1ccccn1	-2

Looked up by compound from the list above (five):
SMILES	ROC1-CUL1 inh
O=c1[nH]c(SCc2nc3ccccc3c(=O)n2-c2cccc(C(F)(F)F)c2)nc2cc(Cl)ccc12	-3
c1ccc2c3nc(nc2c1)CCCCCCCCCCCN3	5
COc1cc(/C=C/c2nn(-c3ccc(Br)cc3)c3c(=O)ccccc23)cc(OC)c1OC	6
COC(=O)C1=CC=CC=C(C(=O)OC)C1	-4
CCc1ccc(CN2CCC(N3CCCC(C(=O)NC4CC4)C3)CC2)cc1 (stereo unspecified)	3
